Source: PubChem BioAssay (several laboratories)
Shn3 inh set2 = Schnurri-3 reporter inhibition in Clone20 osteoblasts; Clone20 osteoblast Shn3 3'UTR firefly luciferase, 24 h; inhibition, % at 12.5 µM; hit rate 0.52% among 360,000; AID 588674;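 active = mean inhibition of at least 75% with every replicate also reaching 75%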;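 also: 0% = median of neutral control wells and 100% = pilot-screen positive control compound; some compounds past the cut are filed as inactive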
HIF-2a block = inhibitors of HIF-2a; 786-0 RCC cells HIF-2a reporter, luciferase luminescence, overnight; AID 624352; inhibition, % at 18.8 µM; hit rate 0.72% among 360,000;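 active = inhibition of the luminescence signal of 40% or more relative to plate controls, in a single-dose primary screen at 18.75 µM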
PDI turbidity = inhibitors of human protein disulfide isomerase; P07237; PDI insulin aggregation turbidity, A650, 90 min; inhibition, % at 10 µM; hit rate 0.052% among 350,000; AID 588391;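 active = mean inhibition across replicates of 30% or more, whatever share of single replicates reach that level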;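 also: absorbance from insulin aggregation driven by PDI reduction with DTT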
Target sequence (P07237 whole entry, looked up): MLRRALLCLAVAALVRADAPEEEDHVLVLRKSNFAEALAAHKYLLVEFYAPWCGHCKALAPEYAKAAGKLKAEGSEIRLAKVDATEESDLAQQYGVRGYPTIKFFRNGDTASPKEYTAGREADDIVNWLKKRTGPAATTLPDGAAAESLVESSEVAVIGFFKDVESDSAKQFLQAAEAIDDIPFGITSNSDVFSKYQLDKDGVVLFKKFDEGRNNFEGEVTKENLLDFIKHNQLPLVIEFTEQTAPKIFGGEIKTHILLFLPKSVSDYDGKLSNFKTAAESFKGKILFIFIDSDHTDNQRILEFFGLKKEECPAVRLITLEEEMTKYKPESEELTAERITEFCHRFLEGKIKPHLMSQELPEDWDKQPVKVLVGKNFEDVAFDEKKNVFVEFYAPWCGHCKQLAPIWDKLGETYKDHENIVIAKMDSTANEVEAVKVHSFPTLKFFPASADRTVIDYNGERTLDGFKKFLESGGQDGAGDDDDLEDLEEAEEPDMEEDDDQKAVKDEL
CaV13 FRET inh = Primary screen for inhibitors of IQ motif and Ca2+-dependent inactivation inhibitor domain binding in CACNA1D, Förster resonance energy transfer in living cells, …. HEK cells, CFP/YFP FRET ICDI-IQ, plate reader, 10 min; percent FRET-ratio fall versus neutral wells. inhibition, % at 12.3 µM. hit rate 0.098% among 340,000;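 active = mean replicate inhibition of at least 30% and at least 1% of replicates passing that level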;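 also: 0% = median of the neutral control wells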
NR2E3 ag-1 = agonists of human nuclear receptor NR2E3. hit rate 0.12% among 320,000. GST-NR2E3/biotin-RetCOR TR-FRET, 1536-well. Q9Y5X4. AID 2300. inhibition of corepressor binding, % at 4.78 µM;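 active = percent inhibition above the cutoff of mean plus 3 SD of all tested compounds, set per screening campaign, cut at about 20% in these data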;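 also: 0% = DMSO wells and 100% = biotin wells as full block of FRET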
Target sequence (Q9Y5X4 whole entry, looked up): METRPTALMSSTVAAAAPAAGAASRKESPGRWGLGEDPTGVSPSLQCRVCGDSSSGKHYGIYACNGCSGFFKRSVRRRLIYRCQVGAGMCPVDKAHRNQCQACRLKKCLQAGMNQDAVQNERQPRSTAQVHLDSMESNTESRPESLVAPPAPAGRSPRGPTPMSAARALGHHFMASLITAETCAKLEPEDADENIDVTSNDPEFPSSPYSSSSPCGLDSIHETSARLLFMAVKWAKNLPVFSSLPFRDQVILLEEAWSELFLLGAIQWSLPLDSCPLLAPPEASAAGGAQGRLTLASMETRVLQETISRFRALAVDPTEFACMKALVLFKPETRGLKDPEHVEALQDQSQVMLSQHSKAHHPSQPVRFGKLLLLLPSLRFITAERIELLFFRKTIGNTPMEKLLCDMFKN
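Test system – NR2E3–RetCOR corepressor complex · Quantity – NR2E3 fusion 1.35 nM · Buffer or medium – Tris pH 7.5 · Incubation – Compound–protein incubation for 5 h at 4 °C · Technique – TR-FRET, Eu(K)-anti-GST donor, streptavidin-D2 acceptor, ex 340, em 617/671 nm · Evaluation – percent inhibition of 671/617 nm emission ratio versus biotin and DMSO controls · Plate – 1536-well format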
NR2E3 ag-2 = agonists of human NR2E3 nuclear receptor | inhibition of corepressor binding, % at 3.98 µM | CHO-S Gal4-NCOR/VP16-NR2E3 two-hybrid, luciferase | hit rate 0.35% among 360,000 | AID 602229;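 active = inhibition above the mean of all tested compounds plus 3 SD, cut at about 70% in these data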;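 also: 0% = DMSO with NR2E3 transfected cells and 100% = cells lacking NR2E3 construct; higher means lower luciferase signal from less NR2E3 corepressor binding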
Peg3 prom inh = Peg3 promoter activity inhibition; HeLa PEG-Prom luciferase reporter, luminescence, overnight; hit rate 1.7% among 360,000; inhibition, % at 20 µM; AID 588405;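 active = inhibition of at least 50% at 20 µM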
Cardio protect = modulators protecting cardiomyocytes from myocardial damage. hit rate 0.63% among 360,000. protection from H2O2 cell death, % at 20 µM. H9c2 cardiomyocytes, H2O2 injury protection, ATPLite, 2 h;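 active = compounds giving at least 50% protection of heart cells from peroxide-induced death in the single-dose screen, raw or plate-pattern-corrected value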;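 also: 0% = DMSO wells with peroxide and 100% = DMSO wells without peroxide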
TRPM1 prom inh = inhibitors of MITF-driven TRPM1 promoter in melanoma cells | SK-MEL-5 TRPM1 promoter luciferase, 24 h | inhibition, % at 12.5 µM | hit rate 0.83% among 330,000 | AID 488899;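 active = mean inhibition across replicates of 60% or more, whatever share of single replicates reaches that level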; also: values of inactives mirror those of a sister screen read the other way
m5-HT2A agonist = agonists of mouse serotonin 5-HT2A receptor (HTR2A) | P35363 | CHO-K1 mHTR2A beta-arrestin complementation, luminescence; percent of 30 µM serotonin response | activation, % at 7.6 µM | hit rate 0.66% among 360,000;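 active = activation above a run cutoff, the mean activation of all tested compounds plus 3 SD, cut at about 14% in these data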;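 also: 0% = plate median of compound wells and 100% = 30 µM serotonin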
hiPSC survival = hiPSC single-cell survival enhancement. ATPlite luminescence; 100% = ROCK inhibitor wells, 0% = DMSO. survival enhancement, % at 20 µM. hit rate 0.044% among 360,000. AID 602274; in the data active = survival enhancement above about 18%;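 also: cells exposed to compounds for 16 hours before the ATP read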
The depositor's hits bear a star; / = no result given. An unsorted share of the library; overall some 3.9% were active at least once.

No. | Molecule | NR2E3 ag-2 | Shn3 inh set2 | Cardio protect | TRPM1 prom inh | hiPSC survival | CaV13 FRET inh | PDI turbidity | NR2E3 ag-1 | m5-HT2A agonist | HIF-2a block | Peg3 prom inh
1 | CCOc1ccc(CCNC(=O)CN(C)S(=O)(=O)c2ccc3c(c2)CCC(=O)N3)cc1OCC | -11 | -3 | 8 | 10 | -2.8 | -3 | -1 | 0 | -1 | 10 | 6
2 | COc1ccc(/C=N/NC(=O)c2cc(-c3ccccc3)nc3ccccc23)cc1O | -35 | 20 | 11 | -10 | -0.5 | -14 | -30 | -2 | -8 | -45 | -29
3 | c1ccc(-n2nnnc2SCc2cccc(CSc3nnnn3-c3ccccc3)n2)cc1 | 10 | 30 | 10 | 9 | -2.2 | / | -3 | 1 | -3 | -2 | 13
4 | C=CCOc1ccc(/C=C/C(=O)OCC(=O)NCc2cccs2)cc1 | -15 | -37 | -3 | -60 | -0.5 | -7 | 3 | -1 | -8 | -47 | -103
5 | Cc1ccc2c(Cl)c(C(=O)Nc3cccnc3)sc2c1 | -29 | -53 | -11 | -98 | -1.3 | -19 | -3 | 3 | 0 | -240 | -275
6 | Cc1ccccc1N(CC(=O)NCCSc1ccccn1)S(=O)(=O)c1ccccc1 | -7 | 30 | 10 | 9 | 1.7 | -5 | -3 | 0 | -1 | 6 | 17
7 | CCN(CC)C(=O)C1CCCN(c2ncnc3c2cnn3-c2cccc(C)c2)C1 (centres undefined) | 0 | 33 | 18 | 17 | -1.5 | / | 2 | 3 | -3 | -13 | -6
8 | COc1cc(/C=N/N2CCCCC2)cc(OC)c1O | -24 | -5 | 1 | 11 | 0.2 | -4 | 1 | 0 | 0 | 14 | 29
9 | CCOc1cc(S(=O)(=O)NCCc2ccccc2C)c(OCC)cc1-n1cnnn1 | -19 | 9 | -2 | 1 | -0.9 | -5 | -3 | 3 | 3 | -11 | 4
10 | C/C(CC(=O)Nc1ccccn1)=N\NC(=O)Cc1cccc2ccccc12 | -7 | -1 | -3 | 11 | 0.6 | -8 | 6 | -2 | -1 | 11 | 9
11 | COC(=O)C(C)N(C#N)c1nc(NC(C)C)nc(SC)n1 (centres undefined) | -26 | -7 | -4 | 12 | -3.2 | / | -1 | 2 | 1 | 11 | 0
12 | O=C(Nc1cc(S(=O)(=O)Nc2ccccc2Cl)ccc1O)c1ccc(F)cc1F | 16 | 0 | -9 | 3 | -1.7 | -5 | 10 | / | 0 | 11 | 36
13 | Cc1n[nH]c(C)c1CCN(C)C(=O)C1CCC(=O)N(CC2CCCCC2)C1 (centres undefined) | -21 | 1 | 7 | -3 | -0.3 | / | -14 | 1 | 7 | 8 | 8
14 | CNc1c(NS(=O)(=O)c2ccc(C(C)(C)C)cc2)c(=O)oc2ccccc12 | -3 | 9 | -9 | -13 | -0.3 | -3 | -2 | -3 | 7 | 11 | 17
15 | C/C(=N/NC(=O)COc1ccc(C(C)(C)C)cc1)c1ccc(N2CCOCC2)cc1 | -9 | -12 | 0 | -26 | 3.5 | -6 | -11 | / | 0 | -17 | 16
16 | C[C@H]1CNC(=O)c2c(C(=O)Nc3cccc(Cl)c3)ncn21 | -22 | -5 | 7 | / | 5.5 | -6 | -13 | / | -4 | -37 | -10
17 | COc1cccc(/C=C2\SC(=S)N(CCC(=O)Nc3ccc(O)cc3)C2=O)c1 | -17 | -28 | -12 | -43 | 0.4 | -3 | 13 | 0 | -5 | -86 | -103
18 | COc1cccc(C(C(=O)NCC2CCCO2)N(C(=O)Cn2nnc3ccccc32)c2ccc(NC(C)=O)cc2)c1OC (centres undefined) | 4 | -9 | 2 | -5 | 0.4 | -7 | 6 | 1 | 3 | 16 | -9
19 | O=C(/C=C/c1ccc(Cl)cc1)N(Cc1cccs1)C1CCS(=O)(=O)C1 (centres undefined) | -22 | -33 | -5 | -6 | -0.5 | -4 | 4 | -2 | -2 | 2 | 13
20 | Cc1cc(C(=O)OCC(=O)Nc2ccc(S(=O)(=O)N3CCOCC3)cc2)c(C)o1 | 2 | 14 | -2 | 0 | -3.1 | / | -6 | -1 | -6 | -21 | -19
21 | O=C(NNC(=O)c1cccs1)c1csc(N2CCOCC2)n1 | 14 | 0 | 9 | 7 | -0.6 | -16 | 6 | 3 | -1 | 3 | -31
22 | Cc1[nH][nH]c(=O)c1C(c1ccccc1[N+](=O)[O-])C(C#N)C#N (centres undefined) | -3 | 9 | -4 | 20 | -0.3 | -4 | -1 | 2 | -3 | 9 | 18
23 | CN(c1ccccc1)S(=O)(=O)c1nnc(NC(=O)C2CCCCC2)s1 | -8 | -36 | -1 | 3 | 0.3 | -3 | -6 | 1 | 1 | 0 | -10
24 | CN(CC1COc2ccccc2O1)C(=O)c1cccc(S(=O)(=O)N2CCCC2)c1 (centres undefined) | 27 | 10 | -6 | -2 | -0.4 | -6 | -4 | 4 | 5 | 4 | 0
25 | C#CCn1cc(/C=N/Nc2nc3ccccc3[nH]2)c2ccccc21 | 24 | 22 | -21 | -6 | -0.7 | -11 | -2 | -2 | -9 | -162 | -106

Other structures follow.
No. | Molecule | NR2E3 ag-2 | Shn3 inh set2 | Cardio protect | TRPM1 prom inh | hiPSC survival | CaV13 FRET inh | PDI turbidity | NR2E3 ag-1 | m5-HT2A agonist | HIF-2a block | Peg3 prom inh
26 | O=C(CN1CCN(S(=O)(=O)c2ccccc2)CC1)Nc1ccc(Cl)cn1 | -6 | -8 | 0 | 6 | -0.3 | -12 | 7 | -1 | 7 | 10 | 11
27 | Cc1c(Cl)cccc1NC(=O)Cn1cnc(S(=O)(=O)N2CCCC2)c1 | 2 | -17 | 0 | -1 | 0.0 | / | 0 | 2 | 2 | 14 | 5
28 | CC(C)CCNC(=O)NC(=O)COC(=O)CNC(=O)C1CCCCC1 | -13 | -5 | 1 | 6 | -0.6 | -5 | -1 | 0 | 5 | 10 | -10
29 | S=C(c1ccccc1)N1CCN(C(=S)c2ccccc2)CC1 | -15 | -13 | -4 | 2 | 1.4 | -6 | 8 | -3 | 0 | 10 | 11
30 | CCN(CC)CCOC(=O)c1ccc(NC(=O)/C=C/c2cccs2)cc1 | 15 | -7 | 1 | -13 | -1.6 | -20 | -2 | -1 | -5 | -64 | -77
31 | O=c1cc(CSc2ccccc2)nc(-c2ccccc2)[nH]1 | -20 | -19 | 2 | 2 | -0.6 | 4 | -14 | -2 | -2 | -27 | -2
32 | CCOC(=O)c1cc(C(=O)c2cc(Br)ccc2O)coc1=N | -35 | -1 | 3 | -9 | -0.6 | -6 | -5 | 1 | -4 | 21 | 11
33 | CCCN(Cc1ccccc1)C(=S)Nc1ccc(C(C)=O)cc1 | -9 | 3 | -5 | -11 | -0.5 | -5 | 4 | -3 | -9 | -28 | -17
34 | CCCN1CCC(=O)N(CCOc2ccccc2)CC1 | -31 | -17 | -3 | -12 | -1.3 | -5 | -10 | 0 | -1 | -38 | -22
35 | COc1ccc2cc(C3(C)NC(=O)NC3=O)ccc2c1 (centres undefined) | 21 | 6 | -1 | 12 | 1.0 | / | 2 | 1 | 5 | 5 | 1
36 | C=CCNCC(=O)NN=C(c1ccccc1)c1ccccc1 | 7 | 19 | 2 | 6 | 0.5 | / | 0 | -3 | 1 | 15 | 10
37 | O=C(CCCN1C(=O)/C(=C/c2ccccc2OC(F)F)SC1=S)Nc1cccnc1 | -3 | -16 | -5 | 0 | -2.9 | -7 | -4 | / | -3 | 22 | 48
38 | CCc1ccccc1NC(=O)C1C2C=CC(O2)C1C(=O)O (centres undefined) | 12 | -10 | -1 | 5 | -0.7 | -4 | -5 | -1 | 2 | 19 | -6
39 | COC(=O)CCC(=O)N1CCCC(CNS(=O)(=O)c2ccc(OC)cc2)C1 (centres undefined) | -14 | 60 | -9 | -3 | 0.4 | 4 | 1 | 4 | 2 | 9 | 0
40 | COc1ccc(S(=O)(=O)N2CCC(C(=O)NCCN3CCOCC3)CC2)cc1C | -23 | -47 | -1 | 11 | -0.1 | -6 | -9 | 3 | 14 | 7 | 18
41 | CN(C)C(CNC(=O)Cc1cccc(C(F)(F)F)c1)c1ccccc1 (centres undefined) | -1 | -4 | 1 | -6 | 0.3 | -3 | -3 | 0 | -10 | -15 | -5
42 | Cc1cc(=O)oc2c3c(cc(OCC(=O)N4CCC(C(=O)O)CC4)c12)OC(C)(C)CC3 | -29 | -10 | 1 | / | 0.6 | / | / | 3 | -3 | -3 | -21
43 | CC1CC(C)CN(C(=O)COC(=O)c2ccc3c(c2)OCCO3)C1 (centres undefined) | -24 | 65 | 2 | -9 | 5.8 | -5 | -15 | / | 0 | -8 | -39
44 | O=C(NCCO)/C(=C\c1cccs1)NC(=O)c1cccs1 | 6 | 8 | 5 | 1 | 2.1 | -1 | -5 | -1 | 24* | 9 | 7
45 | CCCCCCN1C[C@@H](O)[C@H](n2cc(C3CC3)nn2)C[C@@H]1c1ccc(OC)cc1 | 7 | -13 | -10 | / | -3.3 | -3 | -5 | / | -1 | 7 | 11

Single records, from the list above. Order of screens: NR2E3 ag-2	Shn3 inh set2	Cardio protect	TRPM1 prom inh	hiPSC survival	CaV13 FRET inh	PDI turbidity	NR2E3 ag-1	m5-HT2A agonist	HIF-2a block	Peg3 prom inh
`CCOc1ccc(CCNC(=O)CN(C)S(=O)(=O)c2ccc3c(c2)CCC(=O)N3)cc1OCC` reads -11	-3	8	10	-2.8	-3	-1	0	-1	10	6
`C#CCn1cc(/C=N/Nc2nc3ccccc3[nH]2)c2ccccc21` reads 24	22	-21	-6	-0.7	-11	-2	-2	-9	-162	-106
`CN(C)C(CNC(=O)Cc1cccc(C(F)(F)F)c1)c1ccccc1` (centres undefined) reads -1	-4	1	-6	0.3	-3	-3	0	-10	-15	-5
`Cc1cc(=O)oc2c3c(cc(OCC(=O)N4CCC(C(=O)O)CC4)c12)OC(C)(C)CC3` reads -29	-10	1	/	0.6	/	/	3	-3	-3	-21
`Cc1[nH][nH]c(=O)c1C(c1ccccc1[N+](=O)[O-])C(C#N)C#N` (centres undefined) reads -3	9	-4	20	-0.3	-4	-1	2	-3	9	18

Exported in transposed form: 2 of the compounds above
27) Cc1c(Cl)cccc1NC(=O)Cn1cnc(S(=O)(=O)N2CCCC2)c1
28) CC(C)CCNC(=O)NC(=O)COC(=O)CNC(=O)C1CCCCC1

Screen / compound no.	27	28
NR2E3 ag-2	2	-13
Shn3 inh set2	-17	-5
Cardio protect	0	1
TRPM1 prom inh	-1	6
hiPSC survival	0.0	-0.6
CaV13 FRET inh	/	-5
PDI turbidity	0	-1
NR2E3 ag-1	2	0
m5-HT2A agonist	2	5
HIF-2a block	14	10
Peg3 prom inh	5	-10
